# MazF activator – increases E. coli MazEF RNase cleavage of RNA; FAM/BHQ RNA-DNA oligo cleavage fluorescence, 5 h; P0AE70; activation, % at 20 µM; AID 504720; 350,000 compounds, 0.32% hits; in the data active = activation above about 50%
# Target sequence (P0AE70 whole entry, looked up): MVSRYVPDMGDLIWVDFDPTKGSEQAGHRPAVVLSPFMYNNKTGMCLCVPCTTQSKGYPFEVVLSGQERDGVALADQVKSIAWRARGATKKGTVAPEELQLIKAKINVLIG
# Mtb BioA inh – blocks M. tuberculosis BioA enzyme activity | purified M. tuberculosis BioA enzyme, plate reader | inhibition, % at 9.99 µM | 360,000 compounds, 0.096% hits; in the data active = inhibition above about 40%
# FadD28 binding – M. tuberculosis FadD28 bisubstrate binding inhibition; FadD28 bisubstrate probe binding, fluorescence polarization; 360,000 compounds, 0.22% hits; inhibition, % at 12.5 µM; in the data active = inhibition above about 8.5%, passing the limit was not always enough
# Mtb UGM inh – Mtb UDP-galactopyranose mutase inhibition; inhibition, % at 10 µM; 320,000 compounds, 0.06% hits; P9WIQ1; purified UGM, fluorescence polarization probe displacement; in the data active = inhibition above about 10%, passing the limit was not always enough
# Target sequence (P9WIQ1 whole entry, looked up): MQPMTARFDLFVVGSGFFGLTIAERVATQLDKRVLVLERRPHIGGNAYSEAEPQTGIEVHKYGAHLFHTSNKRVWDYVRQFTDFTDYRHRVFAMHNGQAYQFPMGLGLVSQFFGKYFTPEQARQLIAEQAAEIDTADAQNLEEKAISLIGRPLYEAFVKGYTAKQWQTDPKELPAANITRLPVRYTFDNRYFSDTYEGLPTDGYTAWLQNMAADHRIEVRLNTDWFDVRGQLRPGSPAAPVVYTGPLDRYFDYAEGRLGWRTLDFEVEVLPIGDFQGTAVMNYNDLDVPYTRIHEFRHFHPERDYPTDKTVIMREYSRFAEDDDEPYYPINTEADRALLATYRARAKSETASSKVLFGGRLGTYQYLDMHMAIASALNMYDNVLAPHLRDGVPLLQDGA
# FBA Mtb inh – inhibits M. tuberculosis FBA enzyme | purified M. tuberculosis FBA, fluorescence read-out | inhibition, % at 1 µM | 360,000 compounds, 2.3% hits; in the data active = inhibition above about 27%;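 also: 0% = vehicle and 100% = reference inhibitor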
# Target sequence (P9WQA3 whole entry, looked up): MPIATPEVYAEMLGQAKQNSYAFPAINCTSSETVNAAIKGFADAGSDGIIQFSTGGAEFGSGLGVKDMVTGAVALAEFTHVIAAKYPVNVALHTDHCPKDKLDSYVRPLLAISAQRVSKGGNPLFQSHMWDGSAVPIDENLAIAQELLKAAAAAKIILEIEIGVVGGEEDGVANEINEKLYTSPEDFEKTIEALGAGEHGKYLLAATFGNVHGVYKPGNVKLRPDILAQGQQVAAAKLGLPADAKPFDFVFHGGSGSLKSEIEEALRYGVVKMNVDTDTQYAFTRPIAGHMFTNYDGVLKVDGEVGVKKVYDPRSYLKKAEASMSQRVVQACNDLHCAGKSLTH
# BoNT F protease – blocks Botulinum neurotoxin F light chain protease | Multiplex microsphere protease cleavage assay, flow cytometry | inhibition, % at 10 µM | 360,000 compounds, 0.22% hits | AID 588497; in the data active = inhibition above about 35%, passing the limit was not always enough; also: plate controls were buffer without enzyme for full effect and enzyme alone for no effect
# Rv3671c protease – Rv3671c (M. tuberculosis) protease inhibition | P9WHR9 | AID 2606 | inhibition, % at 5.96 µM | 320,000 compounds, 0.048% hits; in the data active = inhibition above about 38%;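 also: extracellular domain of Rv3671c used as enzyme; 0% = enzyme with DMSO and 100% = no enzyme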
# PrPC TRFRET – reduces human prion protein on the cell surface. inhibition, % at 13.8 µM. 370,000 compounds, 0.43% hits. cell surface PrPC, TR-FRET read-out; in the data active = inhibition above about 24%; also: 0% = median of the test wells and 100% = reference compound wells
# GDH-TPI inh – GDH-TPI coupled enzyme inhibition counter-screen; 360,000 compounds, 1.2% hits; GDH-TPI coupled enzyme counterscreen, NADH absorbance; inhibition, % at 4.8 µM; in the data active = inhibition above about 30%;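 also: 0% = DMSO wells and 100% = wells lacking the enzyme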
# Numbers without * were called inactive; · = no result given; + = active, no number.
SMILES,MazF activator,Mtb BioA inh,FadD28 binding,Mtb UGM inh,FBA Mtb inh,BoNT F protease,Rv3671c protease,PrPC TRFRET,GDH-TPI inh
O=C(N/N=C/c1c(F)cccc1Cl)c1cc(C2CC2)[nH]n1,5.5,-0.8,-0.8,-4.4,-3.0,3.1,-5.4,0.7,1.5
CN(Cc1ccccc1)C(=O)c1cccc(NC(=O)Cc2ccc(NC(=O)C3CCN(C(=O)C4CCC4)CC3)cc2)c1,-2.7,0.1,-4.1,·,-2.4,-7.0,·,-0.3,0.0
COc1ccccc1C(=O)Nc1nnc(-c2ccc(Cl)cc2)o1,0.9,-0.4,-5.0,2.7,-1.1,-39.7,12.6,0.2,-2.4
CN(CC(=O)Nc1nc2ccccc2s1)S(=O)(=O)c1ccccc1,3.0,-1.1,-3.1,-0.7,1.0,24.5,-4.5,10.8,-3.1
CCC(=O)Oc1ccc2c(=O)c(-c3ccc4ccccc4n3)c(CC)oc2c1C,3.0,·,-0.1,-1.7,2.8,-4.3,-1.0,0.8,5.3
CCn1c(SCC(=O)N2CCN(c3ccccc3)CC2)nc2c(c1=O)SC(C)C2 (stereo not given),-0.9,17.3,-2.3,-1.1,-2.1,-7.4,-0.4,0.5,18.7
Cc1ccccc1OCC(=O)Nc1nnc(S(=O)(=O)N2CCCC2)s1,0.2,-0.5,-3.4,-0.3,0.2,-6.7,-8.1,2.6,-12.8
Cc1coc2cc3oc(=O)c(CC(=O)N[C@@H](CC(C)C)C(=O)O)c(C)c3cc12,3.9,-0.6,-1.0,2.0,18.3,16.5,5.0,-10.5,12.2
O=C(CCSc1ccccc1)Nc1ccc(S(=O)(=O)Nc2ncccn2)cc1,11.0,·,-3.5,-0.4,-0.8,-8.0,1.4,0.1,6.7
COc1ccc(NC(=O)C2CCCCN2N)cc1OC (stereo not given),-13.5,0.3,0.2,-0.2,-1.6,-11.0,-11.4,6.5,5.0
COc1ccc(COC(=O)c2n[nH]c3ccccc23)cc1F,-7.1,·,-4.0,0.1,-11.4,0.4,-3.6,-4.8,8.1
C/C(=N\NS(=O)(=O)c1c(C)cc(C)cc1C)c1ccncc1,-3.0,-1.5,-2.7,4.4,-0.2,-2.3,-4.5,-4.4,3.2
CCCn1c(N)c(C(=O)NS(=O)(=O)c2ccc(C)cc2)c(=O)n(C)c1=O,-5.1,·,-3.4,3.6,0.1,1.0,-4.2,1.2,-4.5
COC(=O)C1=C(C)NC(=O)CC1c1ccccc1OC (stereo not given),0.8,·,0.2,0.1,5.1,4.1,0.0,11.8,0.0
CCC(C)Sc1nc2c(c(=O)[nH]c(=O)n2C)n1Cc1ccc(Cl)cc1 (stereo not given),-10.3,-0.6,-0.5,4.6,5.5,-3.4,-4.6,1.3,3.4
CC(C)[C@H](NC(=O)c1cccc(S(=O)(=O)N2CCOCC2)c1)C(=O)Nc1nccs1,-2.6,-0.7,-5.8,-2.1,4.9,-2.0,-6.8,-2.0,11.0
COc1cccc(C(N)c2nc(-c3cc(F)cc(F)c3)cs2)c1 (stereo not given),·,0.0,-0.9,·,0.7,-2.9,·,-5.0,-3.5
CCCCNC(=O)CCCCCn1c(=O)[nH]c2cc(OC)c(OC)cc2c1=O,0.6,-3.2,-2.1,-1.4,11.6,-0.8,-4.1,1.9,6.5
CCc1ccccc1NC(=O)COc1cccc2ccc(C)nc12,1.7,·,0.3,-2.3,-1.0,3.6,10.3,-6.3,-2.2
CCOC(=O)c1cc(-c2ccccc2)n(Cc2cc(CC)no2)n1,5.2,-0.5,-3.9,1.5,-1.2,-8.9,-4.5,-1.7,0.8

# Part of the list above, tab-delimited:
compound	MazF activator	Mtb BioA inh	FadD28 binding	Mtb UGM inh	FBA Mtb inh	BoNT F protease	Rv3671c protease	PrPC TRFRET	GDH-TPI inh
CCCn1c(N)c(C(=O)NS(=O)(=O)c2ccc(C)cc2)c(=O)n(C)c1=O	-5.1	·	-3.4	3.6	0.1	1.0	-4.2	1.2	-4.5
COC(=O)C1=C(C)NC(=O)CC1c1ccccc1OC (stereo not given)	0.8	·	0.2	0.1	5.1	4.1	0.0	11.8	0.0
CCC(C)Sc1nc2c(c(=O)[nH]c(=O)n2C)n1Cc1ccc(Cl)cc1 (stereo not given)	-10.3	-0.6	-0.5	4.6	5.5	-3.4	-4.6	1.3	3.4
CC(C)[C@H](NC(=O)c1cccc(S(=O)(=O)N2CCOCC2)c1)C(=O)Nc1nccs1	-2.6	-0.7	-5.8	-2.1	4.9	-2.0	-6.8	-2.0	11.0
COc1cccc(C(N)c2nc(-c3cc(F)cc(F)c3)cs2)c1 (stereo not given)	·	0.0	-0.9	·	0.7	-2.9	·	-5.0	-3.5
CCCCNC(=O)CCCCCn1c(=O)[nH]c2cc(OC)c(OC)cc2c1=O	0.6	-3.2	-2.1	-1.4	11.6	-0.8	-4.1	1.9	6.5
CCc1ccccc1NC(=O)COc1cccc2ccc(C)nc12	1.7	·	0.3	-2.3	-1.0	3.6	10.3	-6.3	-2.2
CCOC(=O)c1cc(-c2ccccc2)n(Cc2cc(CC)no2)n1	5.2	-0.5	-3.9	1.5	-1.2	-8.9	-4.5	-1.7	0.8

# Next section:
SMILES,MazF activator,Mtb BioA inh,FadD28 binding,Mtb UGM inh,FBA Mtb inh,BoNT F protease,Rv3671c protease,PrPC TRFRET,GDH-TPI inh
Cc1cccc(-n2c(O)c(C=Nc3ccc4c(c3)OCO4)c3ccccc3c2=O)n1,-28.7,-3.3,0.3,5.2,-0.8,1.6,11.2,-3.6,12.2
O=C(NCC1CCCC(CNC(=O)N2CCc3ccccc32)C1)N1CCc2ccccc21 (stereo not given),1.5,-1.6,0.4,1.5,-1.1,-1.2,-3.4,9.2,7.3
CCCCC(=O)N(C)c1c(C)nc2ccc(C(=O)N3CCN(C(C)=O)CC3)cn12,·,-0.5,-1.2,·,1.6,-0.2,·,7.6,4.0
Cn1c(=O)n(C)c2cc(NC(=O)c3ccccc3)ccc21,11.2,2.6,-1.5,·,-2.0,-4.3,·,1.3,-4.4
CCCCCCc1cc2cc(S(=O)(=O)c3ccc(Cl)cc3)c(=O)oc2cc1O,5.1,-2.1,-0.4,-0.3,6.0,-8.6,-2.1,1.8,2.4
COc1ccc(CCC(=O)NCc2cnn(C)c2)cc1,-0.4,·,-2.6,3.2,0.4,-3.8,-4.8,-2.2,-2.0
CC(=O)n1nc2nc(C)cc(C)c2c1N,1.2,·,0.8,1.0,-0.3,-5.2,5.3,·,-4.9
Brc1cc2[nH]cnc2c2ccccc12,5.4,-0.3,-6.6,1.8,-2.5,6.2,-0.6,60.8*,3.8
CCc1ccc(NC(=O)[C@H](Cc2c[nH]c3ccccc23)NC(=O)[C@@H]2Cc3ccccc3CN2)cc1,1.0,-1.0,2.6,-1.4,7.3,-8.6,-6.7,0.1,16.7
Cc1c(C2(O)CCCCC2)[nH]c2cnccc12,7.1,0.4,-1.8,3.9,127.2*,1.1,-12.4,-6.4,13.0
COc1ccc(NS(=O)(=O)c2ccc3oc(SCC(N)=O)nc3c2)cc1,-0.9,2.3,-0.5,-0.8,0.3,-1.5,2.0,11.4,-5.9
COc1ccc2nc(/N=C\N(C)C)sc2c1,3.4,-1.0,-0.1,-0.2,3.3,2.9,-0.1,-2.5,-0.9
C=CCN1CCN(C(=O)c2c(-c3ccccc3)noc2C)CC1,5.4,0.5,-0.2,0.4,-0.3,-5.3,-3.2,1.0,3.1
COC(=O)Nc1ccc(S(=O)(=O)N2CCCc3ccccc32)cc1,-4.7,0.6,-4.5,-0.7,-1.5,-2.1,-5.1,13.3,10.1
Cc1ccc(C)c(OCC(=O)Nn2c(C)nc3ccccc3c2=O)c1,-3.4,-5.2,-0.5,-2.2,1.3,-14.6,9.1,-4.4,-2.5
CCCCCSc1nnc(-c2ccccc2NC(C)=O)c(=O)[nH]1,-2.5,·,-2.3,2.5,2.5,-0.4,-1.5,3.6,7.3
CCCOc1ccc(CSCCNC(=S)Nc2ccccc2)cc1,-7.5,·,-8.1,1.7,-1.2,-5.9,3.2,12.6,-5.0
CCOC(=O)CCC(=O)Nc1ccc(S(=O)(=O)N2CCC(C)CC2)cc1,2.4,-1.6,-2.2,-0.4,0.3,11.1,-2.0,3.1,-6.1
OCC1(Cc2ccc(Cl)cc2)CCN(Cc2ccc3nsnc3c2)CC1,5.0,1.1,-3.6,1.3,0.7,-2.3,-0.1,-15.8,-1.9
N#CCN1CCN(CC(=O)Nc2ccc(OCc3ccccc3)cc2)CC1,5.1,-1.5,-5.2,-1.1,0.1,0.1,-4.0,-0.8,-6.9
Cc1cc(C(=O)CN2C(=O)NC3(CCCC3)C2=O)c(C)n1-c1ccc2c(c1)OCO2,5.1,2.9,-2.6,-3.0,-2.3,-3.0,0.7,10.2,-7.0
CCN(C1CCS(=O)(=O)C1)S(=O)(=O)c1cccs1 (stereo not given),12.8,-0.7,-0.6,-1.4,3.0,5.0,6.2,6.6,4.2
Cn1c(C(=O)NC2CCCC2)cc2c(=O)n(C)c3ccccc3c21,-26.0,-2.1,-1.7,-0.5,12.6,-2.3,-5.6,5.2,9.9
Cc1cccc(OCC(=O)N(C)CC(=O)Nc2cccc(F)c2)c1C,-0.2,-0.1,-3.8,-1.0,-1.6,·,-2.4,-0.8,-0.6
Cc1cc(OC(=O)c2cc(C(F)(F)F)cc(C(F)(F)F)c2)c([N+](=O)[O-])c(=O)[nH]1,15.1,-1.0,-1.7,-0.7,0.1,-11.6,0.2,-3.1,0.0
NS(=O)(=O)c1ccc(N2N=C(c3ccccc3)CC2c2ccccc2Br)cc1 (stereo not given),2.6,0.7,-1.9,·,+,2.9,·,-7.7,20.8
COc1ccc(C(=O)NCCCc2nc3ccccc3n2Cc2ccccc2C)cc1OC,8.4,5.8,-7.0,-2.6,-1.4,-12.9,0.6,5.0,12.6
Cc1ccc2c(ccc[n+]2CC(=O)c2ccccc2)c1,-11.0,-2.9,-1.4,-0.4,9.6,-4.0,0.5,-20.1,8.9
CC(C)N1CC2(CC(c3ccccc3F)=NO2)CN1C(=O)c1ccco1 (stereo not given),1.2,0.9,-1.0,·,-1.3,-3.3,·,8.1,12.3
Cc1c(-c2ccccc2Br)nc2ccccc2c1C(=O)O,15.7,·,-3.5,·,-1.7,-3.0,·,-3.2,-3.5
O=S1(=O)C[C@@H](N2CCOCC2)[C@H](N2CCOCC2)C1,4.3,0.4,0.1,-0.7,1.9,3.9,-0.8,5.1,-3.0
O=C(NCc1ccc(Cl)cc1)c1ccc(CNc2c(N3CCOCC3)c(=O)c2=O)cc1,-6.1,0.1,-1.4,1.7,5.8,0.5,0.9,-3.9,3.4
CN(C/C(O)=C(\C#N)c1ccccc1)C1CCCCC1,15.2,-0.3,-3.2,-2.7,-2.0,-8.3,1.3,5.7,0.0
COc1ccccc1OCC(=O)Nc1nc(C)c(C)s1,8.0,0.8,-3.1,-0.7,-0.7,-5.5,-7.5,-7.2,-1.5
Cc1nc2sc3c(c2c(=O)o1)CCCC3,2.0,-0.9,-3.5,-0.9,-2.1,-6.4,1.4,5.2,0.8
CC1(C)N=C(N)N=C(N)N1c1ccc(OCC(=O)N2CCOCC2)cc1,3.9,-0.5,-0.6,·,0.6,-2.6,·,-4.3,3.5
CCOC(=O)C1=C(C)NC(=O)NC1c1ccccc1Cl (stereo not given),4.4,-1.3,-4.3,0.3,2.5,6.9,2.3,-3.5,-13.4
Cc1cc([N+](=O)[O-])nn1Cc1noc(C(=O)NCc2ccc3c(c2)OCO3)n1,8.5,0.1,0.3,-2.8,-1.8,3.0,-1.9,-5.0,-3.7
CC(=O)Nc1ccc(S(=O)(=O)N2CCC(NC(=O)C(Cc3ccccc3F)NC(C)=O)CC2)cc1 (stereo not given),6.1,0.0,-4.0,·,0.8,2.3,·,-5.1,-9.8
O=C(O)C(C=C(Cl)Cl)N1CCOCC1 (stereo not given),-5.2,-0.7,-1.8,·,0.5,-1.6,·,-0.6,12.8
O=C(NCCc1ccccc1)C1CCN(C(=O)NCc2ccccc2)CC1,6.7,·,-0.6,-1.0,-3.3,-7.5,-6.5,-1.3,-5.8
CCOC(=O)c1c(NC(=O)CN2C(=O)NC3(CCCCCC3)C2=O)sc(C)c1-c1ccc(C)cc1,-8.7,·,-4.0,1.5,-2.5,-3.4,0.0,6.4,-7.9
O=C(c1ccsc1)N1CCCC(N2CCOCC2)C1 (stereo not given),-8.7,-0.8,-1.2,-1.6,-2.3,1.6,-0.3,-4.3,7.6
C/C(=N\NC(=O)Cn1ccc(C(F)(F)F)n1)c1ccc2c(c1)OCO2,6.3,·,-1.5,0.1,0.2,4.4,9.3,-9.3,0.0
